# ASAP1 inh – ASAP1 ArfGAP inhibition. ASAP1-stimulated ARF1 GTP hydrolysis, GDP FP detection. Q9ULH1. inhibition, % at 16.5 µM. AID 624377. 360,000 compounds, 0.19% hits; in the data active means inhibition above about 25%;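 further: 0% = vehicle with enzyme and substrate and 100% = no enzyme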
# Target sequence (Q9ULH1 325-724 limits assumed): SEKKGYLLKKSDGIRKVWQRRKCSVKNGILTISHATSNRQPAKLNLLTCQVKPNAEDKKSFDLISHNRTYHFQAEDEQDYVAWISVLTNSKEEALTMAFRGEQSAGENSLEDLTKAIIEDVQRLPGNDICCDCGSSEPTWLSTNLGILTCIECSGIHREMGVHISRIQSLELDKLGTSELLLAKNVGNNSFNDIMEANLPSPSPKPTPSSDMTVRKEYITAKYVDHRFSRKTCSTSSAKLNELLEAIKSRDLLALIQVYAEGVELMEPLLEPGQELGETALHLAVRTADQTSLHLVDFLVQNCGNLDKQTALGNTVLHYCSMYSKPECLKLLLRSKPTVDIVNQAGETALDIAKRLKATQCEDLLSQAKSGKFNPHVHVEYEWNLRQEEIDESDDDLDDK
# proKLK7 act – activators of human kallikrein-7 zymogen; P49862; purified proKLK7, EDANS-DABCYL substrate fluorescence; 100% is mature enzyme control, 0% vehicle; activation, % at 7 µM; 370,000 compounds, 0.9% hits; AID 652039;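 active means activation above the mean of all tested compounds plus 3 SD, computed per campaign excluding outliers beyond control limits, cut at about 13% in these data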
# DDE Tn6 FP inh – DD(E)-Tn6 binding inhibition, primary FP screen | inhibition, % at 8.3 µM | Fibrin DD(E) TRITC-Tn6 fluorescence polarization displacement | 370,000 compounds, 0.21% hits;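 active means inhibition above a per-campaign cutoff: mean of compounds within control limits plus 3 SD, cut at about 15% in these data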;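 further: 0% = median of all compound wells on the plate and 100% = blocking peptide control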
# ADAM10 inh – ADAM10 inhibition, QFRET primary screen; O14672; recombinant ADAM10, EDANS/DABCYL FRET peptide cleavage, 3 h; inhibition, % at 7 µM; 370,000 compounds, 0.62% hits; AID 720582;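 active means inhibition above a per-campaign cutoff equal to the mean of compounds falling between control-based bounds plus 3 SD, cut at about 20% in these data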;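 further: 0% = DMSO wells while the 100% control is not disclosed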
# Target sequence (O14672 214-748 limits assumed): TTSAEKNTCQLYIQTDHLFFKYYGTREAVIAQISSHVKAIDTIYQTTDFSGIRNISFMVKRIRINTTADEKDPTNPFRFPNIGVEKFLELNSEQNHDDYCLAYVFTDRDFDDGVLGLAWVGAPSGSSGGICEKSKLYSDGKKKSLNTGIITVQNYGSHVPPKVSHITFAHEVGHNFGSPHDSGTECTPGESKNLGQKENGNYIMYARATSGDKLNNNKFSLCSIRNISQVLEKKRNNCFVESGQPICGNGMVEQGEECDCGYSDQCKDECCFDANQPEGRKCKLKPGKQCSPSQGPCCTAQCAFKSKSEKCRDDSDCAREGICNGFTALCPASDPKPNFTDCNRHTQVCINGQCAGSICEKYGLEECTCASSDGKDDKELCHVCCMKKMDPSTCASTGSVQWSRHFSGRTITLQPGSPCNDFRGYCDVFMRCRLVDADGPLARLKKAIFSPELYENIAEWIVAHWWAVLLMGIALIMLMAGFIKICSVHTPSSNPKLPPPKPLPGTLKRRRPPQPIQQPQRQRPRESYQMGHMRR
# ARFGAP1 inh – inhibits rat ARF GTPase activating protein 1; Q62848; Arfgap1-stimulated ARF1 GTP hydrolysis, GDP FP detection; inhibition, % at 16.5 µM; 360,000 compounds, 0.26% hits; AID 651572;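 active means inhibition above a per-plate limit, mean inhibition of low control wells plus 3 SD, cut at about 25% in these data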;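 further: 0% = DMSO wells with enzyme and 100% = wells lacking Arfgap1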
# Target sequence (Q62848 1-136 limits assumed): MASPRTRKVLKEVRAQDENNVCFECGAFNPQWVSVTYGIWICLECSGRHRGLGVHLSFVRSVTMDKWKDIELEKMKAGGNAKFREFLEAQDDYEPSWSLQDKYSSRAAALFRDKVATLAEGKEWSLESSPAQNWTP
#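 Material: truncated rat Arfgap1 GAP domain; Incubation: compound-enzyme preincubation 20 min, reaction 120 min, detection 60 min, 25 °C; Read-out: percent inhibition of Arfgap1-stimulated GTP hydrolysis; Technique: FP, GDP Alexa 633 tracer displaced from anti-GDP antibody, 620/688 nm; Controls: No-Arfgap1 wells (100%) versus DMSO full-reaction wells (0%); Replication: single well per compound.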
# rCAG binder – binds r(CAG) RNA repeats | AID 651821 | inhibition, % at 3 µM | r(CAG) RNA repeat, TO-PRO-1 dye displacement fluorescence | 370,000 compounds, 1.3% hits;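 active means inhibition above the plate cutoff, the mean of all test compounds on that plate plus 3 SD, cut at about 35% in these data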;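 further: 0% = DMSO alone and 100% = 100 µM mitoxantrone as full dye displacement; higher means more dye released from RNA so lower well fluorescence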
# sPLA2-III inh – Inhibits HGIII-sPLA2 liposome hydrolysis, primary screen. inhibition, % at 12.2 µM. 370,000 compounds, 0.56% hits. QFRET BODIPY PC-A2 liposome hydrolysis, fluorescence;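 active means inhibition above mean plus 3 SD of compounds lying within the high and low control bounds, cut at about 19% in these data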;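 further: 0% = median of test compound wells and 100% = no enzyme DMSO wells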
# GC-B act – GC-B (human) receptor activation; HEK293-GC-B cells, CNP EC30, cGMP TR-FRET; 0% at EC30 CNP, 100% saturating CNP; activation, % at 10 µM; 370,000 compounds, 0.11% hits; P20594;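 active means activation at 10 µM reaching about 35% in either raw or pattern-adjusted values, limit read from the data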
# GAA850 FXN act – frataxin GAA850 promoter activation; HEK293 lucGAA850 FXN promoter luciferase reporter, 24 h; percent of 10 µM SAHA response; activation, % at 6 µM; 360,000 compounds, 0.56% hits;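 active means activation above the average of all compounds screened plus 3 SD, cutoff fixed separately per campaign, cut at about 7.5% in these data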;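 further: 0% = DMSO wells and 100% = 10 µM SAHA wells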
# GC-A act – GC-A (human) enzyme activation; P16066; HEK293 GC-A cells, cGMP TR-FRET, EC30 ANP; 0% at EC30 ANP, 100% saturating ANP; 370,000 compounds, 0.14% hits; activation, % at 10 µM; AID 1671463; in the data active means activation above about 40%
# Active calls of the source: *; i = inactive; nt = no result given.
molecule	GC-B act	sPLA2-III inh	GC-A act	GAA850 FXN act	DDE Tn6 FP inh	ARFGAP1 inh	rCAG binder	proKLK7 act	ASAP1 inh	ADAM10 inh
Cc1c(Cl)cccc1NC(=O)CN1CCN(CCN=CC2=C(O)CC(c3ccccc3)CC2=O)CC1 (stereo not drawn)	-6	-3	-1	-1.6	8	1	-3	0.1	5	-6
COC(=O)[C@]12C[C@H](CC(=O)N3CCOCC3)C(=O)N(CCC3=CCCCC3)C1=C[C@H](C(C)(C)C)O[C@@H]2C	7	-11	-4	nt	-1	-9	-1	0.0	4	2
COc1cc(CC(=O)OCC(=O)NC2CCCCC2C)cc(OC)c1OC (stereo not drawn)	3	-2	2	-0.3	26*	2	0	-0.1	-11	-4
NC(=O)C(c1ccc(Cl)cc1)c1ncc(C(F)(F)F)cc1Cl (stereo not drawn)	-1	1	0	-0.1	-8	0	-1	0.1	-11	-1
CCOc1ccc(NC(=O)c2ccc(NC(=O)c3cn4c5c(c(N6CCN(C)CC6)c(F)cc5c3=O)OCC4C)cc2)cc1 (stereo not drawn)	7	3	6	-0.1	1	-8	2	43*	-13	-205
Cc1cnc(C(=O)Oc2ccc(-c3ccccc3)cc2)cn1	-1	3	4	1.6	-3	1	0	0.8	5	-3
CCCCCCc1c(C)c2ccc(OCC(=O)N[C@@H](Cc3ccccc3)C(=O)O)cc2oc1=O	-4	-51	-1	1.5	-6	-15	46*	3.2	-10	i
CN(c1ccc(C(=O)Nc2cccnc2)cc1)S(=O)(=O)c1ccccc1	-8	4	-1	-0.8	-5	-7	3	-0.3	1	-5
COc1ccc(-c2nnc(SCC(=O)Nc3ccc4cn[nH]c4c3)n2Cc2ccco2)cc1	-4	-13	-1	nt	-3	nt	6	-0.3	nt	-7
CC(C(=O)OCC(=O)c1cccc([N+](=O)[O-])c1)N1C(=O)C2C3C=CC(C3)C2C1=O (stereo not drawn)	6	-2	-2	0.7	1	6	2	-0.6	-1	3
O=C(NCc1ccccc1)c1n[nH]nc1-c1ccccc1O	0	-46	-5	2.0	-5	8	9	-0.8	15	9
O=C1NC(=O)c2c(NC(=O)C3CCCO3)cccc21 (stereo not drawn)	1	9	-4	4.2	4	-1	-2	-20	7	-185
Cc1onc(-c2ccccc2Cl)c1-c1nc(-c2ccncc2)no1	-26	-14	-28	1.4	-3	3	-1	-0.1	3	0
Cc1c(Br)c([N+](=O)[O-])nn1C(C)C(=O)N1CCCc2ccccc21 (stereo not drawn)	-6	5	-4	-0.2	1	6	0	-0.1	11	9
CSc1ccc(CN2C(=O)NC3(CCCCC3)C2=O)cc1	3	8	0	0.2	-1	-15	-3	-0.2	6	16
CCn1c(SCC(=O)N2CCCCC2)nc(O)cc1=O	-5	6	-8	0.5	-3	1	2	0.0	-6	1
Cc1ccc(S(=O)(=O)N2CCOCC2)cc1C(=O)Nc1ccccc1N1CCOCC1	2	0	3	0.9	5	-4	2	1.1	-3	-5
COC(=O)c1cc(-c2ccccc2)n[nH]1	0	5	5	0.4	-4	12	8	-0.8	1	13
CCOC(=O)N1CCC(N2CCCC(CO)(Cc3cccc(OC)c3)C2)CC1 (stereo not drawn)	4	1	-1	-1.6	-4	9	-5	0.0	-2	0
Cn1c(=O)c2c(ncn2CC(=O)OCC(=O)NCCc2ccccc2)n(C)c1=O	-5	4	-2	0.8	5	3	-3	-0.2	-7	-6
C[C@H]1CN([C@@H](C)CO)C(=O)CCCn2nncc2CO[C@H]1CN(C)C(=O)Nc1cccc(Oc2ccccn2)c1	1	-3	1	0.0	-6	2	0	0.3	-4	-5
COC(=O)[C@@]12C[C@@H](CC(=O)N3CCOCC3)C(=O)N(Cc3ccc4c(c3)OCO4)C1=CCC(C)(C)C2	8	0	-2	nt	1	5	-2	0.5	13	-11
CCOc1ccc(NS(=O)(=O)c2cc(C(=O)NCCCN3CCOCC3)ccc2C)cc1	-4	-9	4	-1.5	5	5	-1	-0.9	-10	-2
Cc1cc2cc(CNC(=O)Nc3cccc(Cl)c3)ccc2n1C	6	11	4	0.2	70*	16	21	-0.6	11	-11
Cc1ccc(S(=O)(=O)N2CCCN(C(=O)CNC(=O)c3ccccc3)CC2)cc1	1	-4	2	0.2	0	5	-3	0.6	0	0
Cc1ccc(-c2ccc(C3=CC(=O)CC(C)(C)C3=O)cc2)cc1	6	-2	13	4.2	-5	-6	5	0.8	4	-34
COc1ccc(CCNC(=O)c2cc3c(=O)n4ccccc4nc3n(CCCN3CCOCC3)c2=N)cc1	-4	10	2	1.6	-9	2	6	-0.1	4	i
N#Cc1ccc(CSc2nnc(-c3c[nH]c4ccccc34)n2-c2ccccc2)cc1	-16	-19	-28	-1.2	-6	6	0	0.3	-8	11
O=C(C[C@@H]1C/C=C\C[C@@H](Cc2ccc(F)cc2)C(=O)OC[C@@H](Cc2ccccc2)NC1=O)N[C@H](CO)Cc1ccccc1	0	1	-3	-1.3	-1	16	11	0.2	19	-11
Cc1cc(Br)ccc1NC(=O)CNC(=O)c1ccc(-n2cncn2)c([N+](=O)[O-])c1	-3	-2	2	-0.8	5	-17	5	-0.1	2	-8

# Part of the list above, with each value named:
> N#Cc1ccc(CSc2nnc(-c3c[nH]c4ccccc34)n2-c2ccccc2)cc1
  GC-B act: -16
  sPLA2-III inh: -19
  GC-A act: -28
  GAA850 FXN act: -1.2
  DDE Tn6 FP inh: -6
  ARFGAP1 inh: 6
  rCAG binder: 0
  proKLK7 act: 0.3
  ASAP1 inh: -8
  ADAM10 inh: 11

> O=C(C[C@@H]1C/C=C\C[C@@H](Cc2ccc(F)cc2)C(=O)OC[C@@H](Cc2ccccc2)NC1=O)N[C@H](CO)Cc1ccccc1
  GC-B act: 0
  sPLA2-III inh: 1
  GC-A act: -3
  GAA850 FXN act: -1.3
  DDE Tn6 FP inh: -1
  ARFGAP1 inh: 16
  rCAG binder: 11
  proKLK7 act: 0.2
  ASAP1 inh: 19
  ADAM10 inh: -11

# Continued.
molecule	GC-B act	sPLA2-III inh	GC-A act	GAA850 FXN act	DDE Tn6 FP inh	ARFGAP1 inh	rCAG binder	proKLK7 act	ASAP1 inh	ADAM10 inh
COC(=O)c1cc(C#N)c(Oc2cccc(C)c2C)nc1C	1	-9	-2	-1.2	1	-10	0	-0.1	-7	2
O=S(=O)(NC1CCN(Cc2ccccc2)CC1)c1ccc2ccccc2c1	-4	-38	-13	1.0	7	3	-2	-0.1	-11	5
COc1cc(C(=O)NCc2ccccc2Cl)ccc1OCC(=O)N1CCOCC1	5	0	3	-0.3	5	-2	-2	0.6	-12	-7
CC(C(=O)NCc1ccccc1)N1C(=O)c2ccccc2C1=O (stereo not drawn)	3	-2	4	0.3	2	6	-3	1.1	2	4
CN(C)c1ccc2c(c1)Sc1cc(N(C)C)ccc1N2C(=O)c1ccccc1	-33	3	-15	-0.6	-2	22	2	0.7	5	-1
CCOC(=O)C1=C(COC(=O)[C@H](C)NS(=O)(=O)c2ccccc2F)NC(=O)NC1C (stereo partly drawn)	0	-5	-1	-0.7	4	13	-1	-0.4	11	6
Cc1[nH]c(-c2ccc(F)cc2)cc1C(=O)N1CCN(c2ccccc2F)CC1	-1	-8	-2	1.0	8	-3	0	0.7	7	4
CCOc1ccc(OCCC(=O)OC(C)C(=O)Nc2ccc(Cl)cn2)cc1 (stereo not drawn)	-3	-10	2	2.4	3	0	-5	-0.1	3	-21
Cc1cc(C(C)(C)C)oc1C(=O)N(CC(=O)NC1CCCC1)Cc1ccc(Cl)cc1	-5	1	-3	0.8	-2	3	-3	0.4	-12	0
Nc1c(S(=O)(=O)c2cccc(Cl)c2)c2nc3ccccc3nc2n1CCN1CCOCC1	-17	0	-10	2.3	-3	4	1	-0.4	4	-66
CCC(C)(C(=O)NC1CCCCC1)N(C(=O)CC1NC(=O)NC1=O)c1c(C)n(C)n(-c2ccccc2)c1=O (stereo not drawn)	2	3	0	1.7	-3	0	-7	1.0	-2	2
CC(=O)Nc1ccc(NC(=O)C(=O)NCC(c2ccco2)N2CCc3ccccc32)cc1 (stereo not drawn)	1	-3	-6	2.9	2	2	8	0.1	6	4
COc1cc([N+](=O)[O-])ccc1NC(=O)CN1CCOCC1	-1	0	-4	3.4	-11	2	-3	-0.6	-1	8
CC(=O)Nc1cccc(NC(=O)c2ccc3c(c2)CCN3S(C)(=O)=O)c1	7	9	-2	1.8	1	-2	-2	-0.2	-4	-2
Cc1cc(C)c(NC(=O)CCN2CCN(Cc3ccccc3)CC2)c(C)c1	-2	-6	-1	1.9	-6	-7	-2	-0.1	-12	1
Cc1cccc(C)c1NC(=O)COC(=O)c1cc(=O)[nH]c2ccccc12	-1	5	0	0.9	-4	6	2	-8.9	0	-31
CCc1nnc(NS(=O)(=O)c2ccc(NC(=O)c3cc(Cl)ccc3[N+](=O)[O-])cc2)s1	5	-31	5	1.8	-2	13	45*	0.5	9	3
O=C(O)c1ccc(N=NN2CCOCC2)cc1	3	4	1	3.2	-1	1	3	0.3	-2	5
CCS(=O)(=O)N1CCN(Cc2ccc([N+](=O)[O-])cc2)CC1	0	2	1	-0.4	3	-4	-3	0.1	8	-16
COc1ccc(OC)c(NC(=O)N2CCCc3ccccc32)c1	-4	10	-8	-0.1	3	-12	-6	0.0	15	-6
Cc1ccc(-c2noc(CN(C)C(=O)c3ccoc3C)n2)cc1	0	0	-12	4.0	1	7	0	0.6	-2	3
COc1ccc(Nc2nc(C(=O)N3CCc4cc(OC)c(OC)cc4C3)cs2)cc1	1	-2	-2	-1.1	-7	-10	-1	0.3	4	-3
COc1ccc(NC(=O)CS(=O)CC(=O)Nc2cccnc2)cc1 (stereo not drawn)	-2	3	2	1.0	-3	1	-2	0.6	-3	1
Cc1ccc(/C=C2\SC(=S)N(CCCC(=O)Nc3ccccc3C(=O)O)C2=O)cc1	-7	6	-1	-8.5	2	0	9	0.4	4	-6
COc1ccc(C2=CCN3CCCCC3C2)c(-c2ccc(OC)c(OC)c2)c1 (stereo not drawn)	0	-4	1	-1.1	0	-4	13	-0.2	0	-10
CCOc1ccc(S(=O)(=O)NCC(=O)N(C)Cc2cccnc2)cc1	10	3	6	2.1	10	-9	2	0.1	-5	0
NC(=O)C1CCN(C(=O)CCSCc2ccccc2)CC1	4	12	-3	0.5	-7	8	4	-0.2	11	-6
COC(=O)c1cccc(C(=O)N2CCCC(C(=O)c3cc(F)ccc3F)C2)c1 (stereo not drawn)	-1	-6	-2	1.4	-1	1	-10	0.2	-20	-6
CCCC(=O)NC(Nc1ccc(S(=O)(=O)Nc2cc(C)on2)cc1)(C(F)(F)F)C(F)(F)F	3	0	4	0.1	4	-4	3	-0.6	-4	1
COc1ccc(-c2cc(NC=O)c3ncc(-c4cccc(C(=O)N(C)C)c4)n3c2)c(OC)c1	4	-1	9	0.8	-2	-4	9	-0.8	-2	-57
Cc1ccc2c(nc3s/c(=C\c4ccc(-c5ccccc5C(=O)O)o4)c(=O)n32)c1C	-6	2	-1	0.2	-5	-13	54*	0.2	-8	-8
CCC(C)Oc1cccc(C(=O)Nc2ccccc2N2CCOCC2)c1 (stereo not drawn)	-1	-1	1	-2.0	5	-12	-9	0.4	-11	7
O=C1c2ccccc2C(=O)c2c1cccc2N(CCO)CCO	-7	8	-9	0.4	2	1	-12	0.6	7	1

# Assay outcomes deposited in PubChem by several laboratories.
